Screening results from PubChem.
GSTO1 counter: counter-screen for RBBP9 inhibitors: inhibitors of human GSTO1; P78417; recombinant GSTO1, activity-based probe fluorescence polarization; inhibition, % at 5.96 µM; hit rate 1.1% among 300,000; AID 1974;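 active means inhibition above the campaign mean inhibition plus 3 SD, cut at about 35% in these data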;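 further: 0% = GSTO1-1 with DMSO and 100% = wells lacking GSTO1-1 enzyme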
Target sequence (P78417 whole entry, looked up): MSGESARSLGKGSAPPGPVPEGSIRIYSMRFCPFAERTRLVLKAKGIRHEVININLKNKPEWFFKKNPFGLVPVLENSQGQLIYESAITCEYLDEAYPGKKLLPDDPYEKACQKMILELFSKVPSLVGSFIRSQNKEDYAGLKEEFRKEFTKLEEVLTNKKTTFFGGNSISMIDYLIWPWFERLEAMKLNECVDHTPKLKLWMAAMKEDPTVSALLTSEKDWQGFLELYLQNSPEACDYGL
LYPLA1 inh: counter-screen for PME1 inhibitors: inhibitors of human LYPLA1; hit rate 0.16% among 320,000; O75608; inhibition, % at 5.9 µM; recombinant LYPLA1, FP-Rh probe fluorescence polarization; AID 2174;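 active means inhibition above the mean of all tested compounds plus 3 SD, set per campaign, cut at about 14% in these data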;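 further: inhibitors block serine hydrolase probe labeling of LYPLA1 so polarization falls; 0% = enzyme with DMSO and 100% = wells lacking LYPLA1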
Target sequence (O75608 whole entry, looked up): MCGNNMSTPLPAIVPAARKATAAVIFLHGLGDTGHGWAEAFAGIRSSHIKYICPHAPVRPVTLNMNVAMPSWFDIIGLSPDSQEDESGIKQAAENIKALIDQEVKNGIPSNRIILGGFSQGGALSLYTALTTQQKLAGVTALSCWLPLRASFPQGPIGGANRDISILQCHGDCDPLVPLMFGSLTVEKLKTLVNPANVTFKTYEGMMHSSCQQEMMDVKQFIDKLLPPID
PAFAH1B2 inh: PAFAH1B2 (human) inhibition. P68402. recombinant PAFAH1B2, FP-rhodamine activity probe, fluorescence polarization. inhibition, % at 3.39 µM. hit rate 1.2% among 340,000. AID 492953;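 active means inhibition above the mean of all tested compounds plus 3 SD, cut at about 24% in these data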;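 further: 0% = enzyme with DMSO and 100% = wells lacking PAFAH1B2; many of its hits are not listed in these tables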
Target sequence (P68402 whole entry, looked up): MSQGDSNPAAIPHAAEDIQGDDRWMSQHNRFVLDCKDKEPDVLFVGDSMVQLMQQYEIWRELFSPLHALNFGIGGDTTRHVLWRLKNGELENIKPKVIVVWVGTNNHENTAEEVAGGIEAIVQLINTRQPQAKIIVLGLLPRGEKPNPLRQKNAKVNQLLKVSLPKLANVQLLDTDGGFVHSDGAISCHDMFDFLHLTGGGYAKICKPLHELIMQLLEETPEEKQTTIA
PAFAH2 FP inh: PAFAH2 (human) inhibition; recombinant PAFAH2, FP-rhodamine activity probe, fluorescence polarization; inhibition, % at 3.39 µM; hit rate 0.99% among 340,000; AID 492956;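 active means inhibition above the mean over all tested compounds plus 3 SD, cut at about 30% in these data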;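 further: inhibitors block probe labeling of enzyme so polarization drops; 0% = enzyme with DMSO and 100% = wells lacking PAFAH2 protein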
Fam108B counter: counter-screen for RBBP9 inhibitors: inhibitors of mouse Fam108B; recombinant Fam108B, FP-Rh probe fluorescence polarization; inhibition, % at 9.51 µM; hit rate 0.33% among 300,000; AID 1947;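 active means inhibition above the screen mean inhibition plus 3 SD, computed separately per campaign, cut at about 18% in these data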;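 further: inhibitors lower polarization as less probe binds the enzyme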
pPAFAH FP inh: pPAFAH (human) enzyme inhibition | Q13093 | recombinant pPAFAH, FP-rhodamine probe fluorescence polarization | inhibition, % at 3.39 µM | hit rate 1.5% among 330,000 | AID 463082;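 active means inhibition above the mean inhibition across the screen plus 3 SD, cut at about 25% in these data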;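 further: inhibitors block binding of the rhodamine activity-based probe so polarization drops; 0% = enzyme with DMSO and 100% = wells lacking pPAFAH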
PAFAH1B3 FP inh: PAFAH1B3 (human) inhibition | Q15102 | recombinant PAFAH1B3, FP-rhodamine probe, fluorescence polarization | inhibition, % at 3.39 µM | hit rate 0.28% among 340,000 | AID 492972;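 active means inhibition above the screen-wide average of all tested compounds plus 3 SD, cut at about 25% in these data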;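 further: 0% = enzyme with DMSO only and 100% = wells lacking PAFAH1B3 protein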
Target sequence (Q15102 whole entry, looked up): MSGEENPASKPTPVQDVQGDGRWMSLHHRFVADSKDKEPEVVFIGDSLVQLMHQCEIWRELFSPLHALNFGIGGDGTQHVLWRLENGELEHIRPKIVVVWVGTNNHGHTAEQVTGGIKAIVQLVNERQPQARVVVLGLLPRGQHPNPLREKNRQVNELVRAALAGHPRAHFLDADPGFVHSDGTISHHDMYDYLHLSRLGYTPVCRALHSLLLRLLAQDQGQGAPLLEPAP
PME-1 inh: PME-1 (human) inhibition; Q9Y570; recombinant PME-1, FP-Rh probe fluorescence polarization; inhibition, % at 5.9 µM; hit rate 0.53% among 320,000;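 active means inhibition above the campaign mean of all compounds plus 3 SD, cut at about 26% in these data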;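 further: competitive labeling of PME-1 active site by serine hydrolase directed probe; 0% = PME-1 with DMSO and 100% = wells lacking PME-1 enzyme; inhibitors block probe labeling so polarization falls and inhibition rises; many of its hits are not listed in these tables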
PAD4 FP inh: blocks human protein arginine deiminase 4; hit rate 0.41% among 330,000; inhibition, % at 6.36 µM; AID 485272; Q9UM07; recombinant PAD4, RCA probe fluorescence polarization;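 active means percent inhibition above a cutoff equal to the mean of all tested compounds plus 3 SD, cut at about 15% in these data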;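 further: 0% = PAD4 with RCA probe and DMSO and 100% = probe without PAD4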
Active calls of the source: *; . = no result given; & = joins results of further samples. Some of the compounds tested; count on the stated rates, not on these rows.

SMILES | GSTO1 counter | LYPLA1 inh | PAFAH1B2 inh | PAFAH2 FP inh | Fam108B counter | pPAFAH FP inh | PAFAH1B3 FP inh | PME-1 inh | PAD4 FP inh
C[C@H]1CN([C@@H](C)CO)C(=O)c2cc(NC(=O)C3CCCCC3)ccc2O[C@H]1CN(C)S(=O)(=O)c1ccccc1 | . | . | -1 | 3 | . | 1 | 7 | . | 0
Cc1sc(NC(=O)COc2cccc(-n3cnnn3)c2)c(C#N)c1C | 13 | 3 | 4 | -18 | -3 | 6 | 2 | 1 | -7
COC(=O)c1ccc(CNC(=O)COC(=O)/C=C/c2ccc(O)c(OC)c2)cc1 | . | . | 4 | 14 | . | 7 | 8 | . | 0
Cc1cc(C(=O)Nc2ccc(Cl)cc2)n(-c2ccccc2)n1 | 14 | -4 | 1 | 9 | -2 | -4 | 1 | -14 | 7
O=C(c1ccco1)N1CCN(C(=O)c2snc3ccc(Cl)cc23)CC1 | 3 | 3 | 4 | 3 | -1 | 5 | -3 | 3 | 0
Nn1c(SCC(=O)Nc2ccccc2)nnc1C1CCCCC1 | 3 | 0 | -2 | 3 | 2 | -2 | 5 | 0 | 1
CC1CNCCN1S(=O)(=O)c1cccc2cnccc12 (centres undefined) | 4&4 | 2&-5 | -3&-7 | -16&-14 | -2&1 | -1&-2 | 11&-6 | -7&-7 | -1&-3
COc1ccc(C2C(C(N)=O)=C(C)Nc3nc(CCCO)nn32)cc1OC (centres undefined) | 4 | 3 | 0 | -1 | -1 | 3 | 7 | -2 | -2
O=C(c1cc(Cl)nc2ccccc12)N1CCCCC1 | 6 | -1 | -2 | -9 | -2 | -2 | -4 | 2 | -7
Nc1nnc(SC2CC(=O)N(c3ccccc3)C2=O)s1 (centres undefined) | 5 | 3 | 3 | 2 | -5 | 3 | -1 | 6 | 1
CCN1CCc2c(sc(NC(=S)NC(=O)c3ccco3)c2C(N)=O)C1 | 7 | -1 | . | . | 0 | 4 | . | -4 | -1
COc1cccc(N=Nc2ccc(O)c3ncccc23)c1 | 39* | -8 | 6 | 5 | 9 | 60* | 9 | 13 | -10
O=C(NNc1ccccc1C(F)(F)F)c1cccs1 | -2 | 1 | 2 | -1 | -5 | -6 | 12 | 1 | -1
COc1ccc2c(c1)C(C)=CC(C)(C)N2C(=O)CNCc1ccc2c(c1)OCO2 | 6 | 0 | 1 | -9 | 9 | 4 | 14 | -1 | -5
O=C(c1cccc(F)c1)N1CCCC(C(=O)N2CCCCCC2)C1 (centres undefined) | -2 | 0 | 8 | 2 | -1 | 4 | 7 | -1 | -2
O=C(CSc1ccccc1)N1CCN(c2ccccc2)CC1 | -1 | -2 | 3 | 3 | 1 | 4 | 6 | -3 | -5
Cc1cc(N2O[C@H]3C=C[C@@H]2C3)no1 | . | . | 0 | -1 | . | 3 | 5 | . | 1
CCOCCCNC(=O)c1ccc2c(c1)ncn2-c1ccccc1OC | -2 | -3 | 3 | 0 | 2 | 4 | -5 | -7 | 0
O=C(c1cccs1)N(CCN1CCCCC1)CC1CCCN(C2CCCC2)C1 (centres undefined) | 0 | 12 | 1 | -2 | -1 | 2 | 9 | 1 | -3
CN(CC(=O)Nc1cccc(F)c1)C(=O)/C=C/c1cn(Cc2ccccc2)nc1-c1cccnc1 | 0 | 0 | -8 | -3 | 4 | -1 | -4 | -3 | -4
N#CCC(=N)N1CCN(c2ccc(F)cc2)CC1 | -10 | 2 | 6 | 8 | 4 | 1 | 11 | -1 | 0
CCC(C)NC(=O)CSc1nnc(-c2ccoc2C)n1CC1CCCO1 (centres undefined) | 2 | -4 | -8 | -4 | 0 | -3 | 6 | -4 | 0
COCCNC(=O)C(c1cccc(OC)c1)N(C(=O)Cn1nnc2ccccc21)c1cccnc1 (centres undefined) | -4 | -3 | -2 | 3 | 0 | 2 | 8 | -5 | 3
COCCn1c(N)c(N(Cc2ccccc2)C(=O)c2oc3ccccc3c2C)c(=O)[nH]c1=O | -2 | 2 | 1 | -8 | 2 | 0 | 5 | -1 | -1
Cc1cccc(C(C)C)c1NC(=O)COC(=O)CN1C(=O)C2CC=CCC2C1=O (centres undefined) | -2 | 0 | 2 | 53* | -4 | 4 | 4 | -5 | -4
Remaining list, next part:
SMILES | GSTO1 counter | LYPLA1 inh | PAFAH1B2 inh | PAFAH2 FP inh | Fam108B counter | pPAFAH FP inh | PAFAH1B3 FP inh | PME-1 inh | PAD4 FP inh
CCc1ccc(C(=O)NNc2ccc(F)cc2)cc1 | 5 | 0 | 5 | 2 | 12 | 0 | -6 | -2 | -6
CC1(C)CC(NC(=O)COc2ccc(Cl)cc2Cl)CC(C)(C)N1 | 4 | 1 | -2 | -6 | -2 | 2 | -4 | -3 | 3
CC(=O)N1CCc2cc(S(=O)(=O)NC(Cc3ccccc3)C(=O)O)ccc21 (centres undefined) | 4 | 4 | 5 | 6 | 5 | 1 | 3 | 0 | 0
O=C(COC(=O)C1CCN(/C=C/C(=O)C(F)(F)F)CC1)Nc1ccccc1 | 8 | 0 | 8 | 0 | 0 | 4 | 3 | 0 | -1
CCCNS(=O)(=O)c1ccc(OCC(=O)N(C)Cc2ccccc2)cc1 | -7 | 1 | 5 | 5 | -3 | -1 | -4 | 4 | -8
COCCCNC(=O)CSc1nc2c(sc3ccccc32)c(=O)n1CCCC(=O)NCC1CCCO1 (centres undefined) | 1 | 3 | -2 | -12 | 1 | -1 | -2 | 8 | -1
O=C(NC(=S)Nn1cnnc1)c1ccccc1 | 1 | -2 | -5 | -4 | -4 | 3 | 8 | 1 | 2
COc1cc2c(cc1OC)C(c1cccc(F)c1)CC(=O)N2 (centres undefined) | 2 | 0 | 3 | -4 | 2 | 5 | 12 | -2 | 2
COc1ccc(CNC(=O)c2nc(S(=O)(=O)Cc3ccccc3)ncc2Cl)cc1 | -12 | 5 | 4 | -6 | 1 | 0 | 7 | -4 | -5
Cc1ccc(/C=C/C(=O)OCC(=O)NCCc2ccc(S(N)(=O)=O)cc2)o1 | . | . | -3 | -4 | . | 2 | 1 | . | 0
Cc1ccc(C(=O)OCC(=O)NC2CCCc3ccccc32)o1 (centres undefined) | . | 3 | 5 | 33* | . | 2 | -1 | -2 | -6
COc1cc(/C=C/C2=NNC(=O)CC2)cc(OC)c1OC | -4 | -3 | 6 | 1 | 2 | 8 | 4 | -1 | -3
COc1ccc(-c2cc(C(=O)NCCCN3CCOCC3)no2)cc1 | 4 | 7 | 2 | -8 | 2 | 0 | -8 | 2 | -2
Cc1ccc2c(C)nc(Nc3nc(CSc4nnc(C)s4)cc(=O)[nH]3)nc2c1 | 1 | 1 | 0 | 3 | 1 | 0 | 10 | 2 | -5
Cc1nc(-c2noc(-c3cccc(Cl)c3)n2)c(C(F)(F)F)o1 | 11 | -1 | 2 | 3 | 5 | 3 | 3 | 0 | -1
O=C(NC(=O)N1CCN(c2ccc([N+](=O)[O-])cn2)CC1)c1ccccc1F | 0 | 1 | . | . | 3 | 7 | . | 2 | 0
Cc1c(NS(=O)(=O)c2ccccc2)c(=O)n(-c2ccccc2)n1C | 2 | 1 | 1 | -6 | -1 | 1 | 3 | -1 | 0
O=S(=O)(c1ccc2ccccc2c1)N1CCN(C2CCN(Cc3ccccc3)CC2)CC1 | -3 | 4 | 0 | -1 | -1 | -1 | 1 | 2 | -1
CCOc1ccc2[nH]c(=O)c(CN(Cc3ccc(F)cc3)C(=O)c3ccco3)cc2c1 | -2 | -5 | 2 | 1 | -2 | 4 | 9 | 5 | -4
O=[N+]([O-])c1cc(/C=N/O)ccc1SCc1ccccc1 | -2 | -3 | 4 | -14 | -1 | 1 | -4 | -6 | 2
COc1ccc(CC(=O)N/N=C(\C)CC(=O)NCc2ccco2)cc1OC | 9 | 2 | 8 | 3 | 1 | 4 | 5 | -4 | 7
Cn1nc(C(=O)N2CCCCC2)c2c1-c1ccccc1S(=O)(=O)C2 | 1 | 5 | 4 | -1 | 1 | 5 | 10 | 8 | -3
O=C(CSc1n[nH]c(-c2ccncc2)n1)NC1CCS(=O)(=O)C1 (centres undefined) | 2 | 0 | -3 | 4 | 0 | -2 | -1 | -8 | -1
S=C(Nc1ccc(Br)cc1Cl)N1CCC2(CC1)OCCO2 | -2 | 2 | 4 | -4 | 1 | 4 | 12 | 2 | -6
Cc1ccc(N2C(=O)c3ccccc3C2Nc2ccc(S(=O)(=O)N3CCCCC3)cc2)nc1 (centres undefined) | -6 | -4 | 5 | 1 | -2 | 6 | -10 | -6 | 0
Further structures follow:
SMILES | GSTO1 counter | LYPLA1 inh | PAFAH1B2 inh | PAFAH2 FP inh | Fam108B counter | pPAFAH FP inh | PAFAH1B3 FP inh | PME-1 inh | PAD4 FP inh
CSc1nccc(Oc2ccccc2Cl)n1 | 9 | -2 | . | . | 0 | -3 | . | 1 | 2
COc1ccc(NC(=O)/C(=C\c2ccc3c(c2)OCO3)NC(C)=O)cc1 | -8 | 3 | -3 | 2 | 4 | 6 | -2 | -4 | -6
COc1ccc(-c2nnc(SCC(=O)NCCc3ccc(S(N)(=O)=O)cc3)o2)cc1OC | 1 | 2 | 1 | -4 | 8 | 2 | 4 | 3 | -3
CC(=O)Oc1cc2c(C(C)=O)coc2c2ccccc12 | 9 | 1 | 4 | -11 | -2 | 3 | -4 | 6 | -8
Cc1ccc(S(=O)(=O)N(c2cccc(C(F)(F)F)c2)C2C=CS(=O)(=O)C2)cc1 (centres undefined) | -11 | 0 | 0 | 0 | -2 | 4 | 6 | -3 | -1
Cc1ccnc(N2CCC(C(=O)Nc3ccc(Oc4ccccc4)cc3)CC2)n1 | 4 | -3 | 0 | 3 | 3 | 2 | 7 | -4 | -2
CCCCn1c(N)c(N(CCOC)C(=O)CSCc2cccc(C)c2)c(=O)[nH]c1=O | 5 | 2 | 0 | 1 | -1 | 0 | 4 | 3 | 1
COC(=O)[C@@]1(Cc2ccc(OC)cc2)[C@H]2c3cc(C(=O)N(C)C)n(C[C@H](O)CO)c3C[C@H]2CN1C(=O)c1ccccc1 | 2 | 0 | . | . | 4 | 1 | . | -2 | -5
COc1cccc(NC(=O)COc2cccc(-n3cnnn3)c2)c1 | -3 | 0 | 5 | 3 | 3 | 6 | 3 | 2 | -3
CC(=O)Nc1ccc(S(=O)(=O)NCCc2ccccn2)cc1 | 7 | -1 | 4 | 0 | -5 | -9 | 1 | 1 | -1
Cc1ccc(C(C)C)c(OCc2ccc(C(=O)N/N=C/c3ccc(O)c(O)c3)cc2)c1 | -25 | -12 | -1 | 14 | 35* | 61* | 34* | 38* | 0
CCN(c1cccc(C)c1)S(=O)(=O)c1ccc2c(c1)oc(=O)n2C | 3 | 1 | 11 | 15 | 1 | 2 | 9 | 8 | 0
CC(=O)N1CCC2(CC1)CC(=O)c1cc(OCC(=O)NCc3ccco3)ccc1O2 | -6 | 5 | 2 | -1 | 1 | 8 | 17 | 0 | 0
Cc1cc(C)n2nc(SC(C)C(=O)N3CC(C)OC(C)C3)nc2n1 (centres undefined) | . | . | 3 | 3 | . | -1 | 13 | . | -4
Cc1ccc(CSc2nc3nc(C)cc(C)n3n2)cc1 | 2 | -3 | 12 | 0 | 2 | 1 | 7 | 0 | -3
COc1ccc(C(=O)C(Cc2cc(C(C)=O)ccc2OC)N2CCCC2)cc1 (centres undefined) | 8 | 5 | 1 | 2 | -1 | 4 | -1 | 3 | 0
O=C(NC12CC3CC(CC(C3)C1)C2)c1cc([N+](=O)[O-])ccc1Cl | -4 | 1 | 18 | 6 | 3 | 0 | 8 | 4 | 4
